PAD4 FP inh = human PAD4 inhibitors, primary screen, biochemical, fluorescence polarization, 1536-well format. Protein-arginine deiminase type-4 (Homo sapiens), Q9UM07. recombinant PAD4, RCA probe fluorescence polarization. inhibition, % at 6.36 µM. hit rate 0.41% among 330,000;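 active = percent inhibition above a cutoff equal to the mean of all tested compounds plus 3 SD, cut at about 15% in these data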;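 note: 0% = PAD4 with RCA probe and DMSO and 100% = probe without PAD4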
PAFAH2 FP inh = PAFAH2 enzyme inhibitors, primary screen, biochemical, fluorescence polarization, human; Platelet-activating factor acetylhydrolase 2, cytoplasmic (Homo sapiens), Q99487; recombinant PAFAH2, FP-rhodamine activity probe; inhibition, % at 3.39 µM; hit rate 0.99% among 340,000;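 active = inhibition above the mean over all tested compounds plus 3 SD, cut at about 30% in these data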;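 note: inhibitors block probe labeling of enzyme so polarization drops; 0% = enzyme with DMSO and 100% = wells lacking PAFAH2 protein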
PREPL inh = PREPL enzyme inhibitors, primary screen, biochemical, fluorescence polarization; recombinant PREPL, fluorescence polarization activity-based probe; inhibition, % at 5.96 µM; Prolyl endopeptidase-like (Homo sapiens), Q4J6C6; hit rate 0.68% among 320,000; in the data active = inhibition above about 43%;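 note: 0% = enzyme with DMSO and 100% = wells lacking enzyme; many of its hits are not listed in these tables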
LYPLA2 inh = LYPLA2 inhibitors, primary screen, counter-screen for PME1 inhibitor project, biochemical, fluorescence polarization, FP-Rh probe ABPP; hit rate 0.38% among 320,000; recombinant LYPLA2; inhibition, % at 5.9 µM; Acyl-protein thioesterase 2 (Homo sapiens), O95372;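 active = inhibition above the screen-wide mean plus 3 SD, limit set per campaign, cut at about 26% in these data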;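 note: 0% = LYPLA2 with DMSO and 100% = wells lacking LYPLA2 enzyme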
Target sequence (O95372 whole entry, looked up): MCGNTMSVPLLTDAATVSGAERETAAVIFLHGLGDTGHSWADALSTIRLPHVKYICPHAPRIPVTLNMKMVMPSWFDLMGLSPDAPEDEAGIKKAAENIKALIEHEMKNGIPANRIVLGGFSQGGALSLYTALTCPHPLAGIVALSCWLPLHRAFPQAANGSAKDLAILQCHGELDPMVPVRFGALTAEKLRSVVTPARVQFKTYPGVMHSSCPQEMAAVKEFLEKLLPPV
EBNA-1 inh = EBNA-1 DNA-binding inhibitors, primary screen, biochemical, fluorescence polarization | inhibition, % at 14.8 µM | hit rate 0.34% among 300,000; in the data active = inhibition above about 28%
LYPLA1 counter = LYPLA1 inhibitors, primary screen, counter-screen for PME1 inhibitor project, biochemical, fluorescence polarization, FP-Rh probe ABPP | Acyl-protein thioesterase 1 (Homo sapiens), O75608 | recombinant LYPLA1 | inhibition, % at 5.9 µM | hit rate 0.16% among 320,000 | AID 2174, 2009;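 active = inhibition above the mean of all tested compounds plus 3 SD, set per campaign, cut at about 14% in these data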;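 note: inhibitors block serine hydrolase probe labeling of LYPLA1 so polarization falls; 0% = enzyme with DMSO and 100% = wells lacking LYPLA1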
Target sequence (O75608 whole entry, looked up): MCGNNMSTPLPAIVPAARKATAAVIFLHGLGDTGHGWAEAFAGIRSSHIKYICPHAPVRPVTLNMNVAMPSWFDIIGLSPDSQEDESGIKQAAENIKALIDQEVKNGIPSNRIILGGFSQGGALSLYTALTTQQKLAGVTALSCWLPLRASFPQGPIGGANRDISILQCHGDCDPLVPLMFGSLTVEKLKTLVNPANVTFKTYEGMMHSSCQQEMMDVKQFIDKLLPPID
ZTA DNA inh = ZTA (EBV) inhibition in EBNA-1 counter-screen; P03206; ZTA-DNA binding, fluorescence polarization; inhibition, % at 11 µM; hit rate 0.15% among 320,000; AID 2234; in the data active = inhibition above about 33%
Target sequence (P03206 whole entry, looked up): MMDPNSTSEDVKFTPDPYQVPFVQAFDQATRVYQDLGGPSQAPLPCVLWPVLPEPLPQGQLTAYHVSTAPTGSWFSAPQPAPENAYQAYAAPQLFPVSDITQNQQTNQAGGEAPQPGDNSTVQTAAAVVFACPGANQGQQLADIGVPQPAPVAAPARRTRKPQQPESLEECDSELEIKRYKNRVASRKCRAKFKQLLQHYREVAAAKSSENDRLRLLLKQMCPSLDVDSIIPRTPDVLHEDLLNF
PAFAH1B3 FP inh = PAFAH1B3 enzyme inhibitors, primary screen, biochemical, fluorescence polarization, human | Platelet-activating factor acetylhydrolase IB subunit alpha1 (Homo sapiens), Q15102 | recombinant PAFAH1B3, FP-rhodamine probe | inhibition, % at 3.39 µM | hit rate 0.28% among 340,000 | AID 492972, 2010;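 active = inhibition above the screen-wide average of all tested compounds plus 3 SD, cut at about 25% in these data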;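 note: 0% = enzyme with DMSO only and 100% = wells lacking PAFAH1B3 protein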
Target sequence (Q15102 whole entry, looked up): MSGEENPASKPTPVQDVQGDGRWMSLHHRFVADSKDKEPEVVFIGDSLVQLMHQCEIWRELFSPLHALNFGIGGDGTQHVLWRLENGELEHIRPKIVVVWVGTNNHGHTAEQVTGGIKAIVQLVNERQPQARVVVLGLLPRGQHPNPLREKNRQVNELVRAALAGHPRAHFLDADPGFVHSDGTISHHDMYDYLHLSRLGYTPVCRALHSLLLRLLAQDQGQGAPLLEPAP
GSTO1 inh = inhibitors of recombinant GSTO1, primary screen, counter-screen for RBBP9 inhibitor project, biochemical, fluorescence polarization; Glutathione S-transferase omega-1 (Homo sapiens), P78417; activity-based probe fluorescence polarization; inhibition, % at 5.96 µM; hit rate 1.1% among 300,000; AID 1974, 2009;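 active = inhibition above the campaign mean inhibition plus 3 SD, cut at about 35% in these data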;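 note: 0% = GSTO1-1 with DMSO and 100% = wells lacking GSTO1-1 enzyme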
Numbers without * were called inactive; . = no result given. Some of the compounds tested (hit frequency here may not be typical).

The opening 4 compounds, to show the layout:
The line under a structure holds: PAD4 FP inh, PAFAH2 FP inh, EBNA-1 inh, ZTA DNA inh, LYPLA2 inh, PREPL inh, GSTO1 inh, LYPLA1 counter, PAFAH1B3 FP inh
- COc1cccc(C(NC(=O)c2ccccc2F)NC(=O)c2ccccc2F)c1
 : 1, -4, 5, 6, 8, -1, -5, -1, 5
- CCc1ccc(NC(=O)Cn2nc(C(=O)O)c3ccccc3c2=O)cc1
 : -1, -16, 0, -4, 3, -6, 2, -4, 6
- CC(CC(=O)NCCc1ccc(F)cc1)c1ccccc1 (stereo not drawn)
 : 2, -9, 10, 4, -1, -4, 2, 5, 5
- Cc1cc2nnc(SCC(=O)N3CCCCCC3)n2c(N)n1
 : 3, 1, 4, -3, 8, 6, 0, 4, -2

Main list (from the top)
The line under a structure holds: PAD4 FP inh, PAFAH2 FP inh, EBNA-1 inh, ZTA DNA inh, LYPLA2 inh, PREPL inh, GSTO1 inh, LYPLA1 counter, PAFAH1B3 FP inh
- COc1cccc(C(NC(=O)c2ccccc2F)NC(=O)c2ccccc2F)c1
 : 1, -4, 5, 6, 8, -1, -5, -1, 5
- CCc1ccc(NC(=O)Cn2nc(C(=O)O)c3ccccc3c2=O)cc1
 : -1, -16, 0, -4, 3, -6, 2, -4, 6
- CC(CC(=O)NCCc1ccc(F)cc1)c1ccccc1 (stereo not drawn)
 : 2, -9, 10, 4, -1, -4, 2, 5, 5
- Cc1cc2nnc(SCC(=O)N3CCCCCC3)n2c(N)n1
 : 3, 1, 4, -3, 8, 6, 0, 4, -2
- Cc1c(Cl)cccc1NC(=O)[C@@]1(CC(=O)O)CC(/C=C/c2ccccc2)=NO1
 : -8, -5, 0, -6, -6, -11, -1, 1, 9
- O=C1CSC(c2ccccc2)N1CCc1ccccc1 (stereo not drawn)
 : -2, -9, 8, -3, 1, -9, 1, 1, -4
- CCOC(=O)c1sc(S(C)=O)c2c1CCc1conc1-2 (stereo not drawn)
 : 2, ., -8, 0, 1, 16, -4, 1, .
- COc1cc(C)c(NC(=S)Nc2cccc(Cl)c2)cc1OC
 : 1, -9, -5, -14, 4, 10, 0, 1, -6
- CC(C)(C)c1ccc(S(=O)(=O)N2CCN(Cc3cc4c(cc3O)OCO4)CC2)cc1
 : -1, 3, ., -6, 3, -3, ., 2, 6
- CCOc1ccc(NC(=O)CC2SC(=O)N(c3ccccc3)C2=O)cc1 (stereo not drawn)
 : -2, 1, -14, 4, 3, 8, -39, 0, 4
- CCOC(=O)c1cc2occc2n1CC(=O)N1CCCc2ccccc21
 : -4, 2, 8, 0, 4, 3, 2, 2, -2
- O=C(N/N=C/c1ccc(OC(F)F)cc1)c1ccc(Br)cc1
 : 0, 6, 10, 3, -10, 0, -3, -3, -2
- O=C(O)CCC(=O)N(Cc1ccccc1)Cc1ccccc1
 : -2, 4, -2, 14, -1, 9, 3, -1, 8
- Cc1cccc(C(=O)N2CCN(c3ccc(N4CCOCC4)nn3)CC2)c1
 : -1, -3, 8, 8, 0, 0, 3, 0, 7
- O=C(N1CCN(c2ccccc2)CC1)C1(c2cccs2)CCOCC1
 : -1, 3, -7, -10, -7, -20, 0, 0, 5

Reformatted: 2 of the compounds above.
Compound | PAD4 FP inh | PAFAH2 FP inh | EBNA-1 inh | ZTA DNA inh | LYPLA2 inh | PREPL inh | GSTO1 inh | LYPLA1 counter | PAFAH1B3 FP inh
CCc1ccc(NC(=O)Cn2nc(C(=O)O)c3ccccc3c2=O)cc1 | -1 | -16 | 0 | -4 | 3 | -6 | 2 | -4 | 6
CC(CC(=O)NCCc1ccc(F)cc1)c1ccccc1 (stereo not drawn) | 2 | -9 | 10 | 4 | -1 | -4 | 2 | 5 | 5

The listing picks up, starting 2 compounds before the break.
The line under a structure holds: PAD4 FP inh, PAFAH2 FP inh, EBNA-1 inh, ZTA DNA inh, LYPLA2 inh, PREPL inh, GSTO1 inh, LYPLA1 counter, PAFAH1B3 FP inh
- Cc1cccc(C(=O)N2CCN(c3ccc(N4CCOCC4)nn3)CC2)c1
 : -1, -3, 8, 8, 0, 0, 3, 0, 7
- O=C(N1CCN(c2ccccc2)CC1)C1(c2cccs2)CCOCC1
 : -1, 3, -7, -10, -7, -20, 0, 0, 5
- CC(C)CCNC(=O)CCCOc1cc(=O)n(C)c2ccccc12
 : -4, 2, -7, -1, 4, 9, -1, 1, 6
- COc1ccccc1NC(=O)COc1cccnc1[N+](=O)[O-]
 : -3, 6, ., ., ., 11, ., ., 6
- CC(C)(C)Nc1nc2cc([N+](=O)[O-])ccc2o1
 : 1, 1, 4, -18, 3, 12, -5, 0, -2
- O=C(OC1CCOC1=O)c1cc(-c2ccc(Br)cc2)nc2ccccc12 (stereo not drawn)
 : 0, -15, 4, 4, -19, 0, -12, -12, -9
- Cc1noc(NS(=O)(=O)c2ccc(NC(=O)Nc3ccc(Cl)c(Cl)c3)cc2)c1C
 : -32, -19, -16, 2, 14, 48*, -35, 35*, 18
- Cn1cc(CN2CCc3sccc3C2)c(-c2ccccc2F)n1
 : -1, 3, -10, -2, -1, 10, -3, 0, 5
- CCc1ccc2c(c1)c1nc(C)sc1n2CC(=O)OC
 : -1, 6, -10, 2, 3, 10, -5, 4, 7
- Cn1cc(CN2CCCC(C(=O)c3cc(F)ccc3F)C2)c2ccccc21 (stereo not drawn)
 : 0, 0, -10, 7, 1, 10, -3, 1, 5
- O=C(Nc1ccc(N2CCCC2)cc1)c1cc2ccccc2o1
 : 1, -4, -21, 6, -6, 11, -11, -5, 6
- CC(=O)c1cc(F)c(N2CCN(C(=O)c3ccco3)CC2)cc1C
 : -3, 8, -6, 11, 2, 5, 2, 2, -3
- COc1ccc(-n2c(=S)[nH]c3ccccc32)cc1
 : -38, -14, 2, -25, -16, 3, 7, -11, -13
- CC(=O)N1C(C)(C)CC(=NOC(=O)c2ccccc2)CC1(C)C
 : 2, 67*, -13, -4, 5, -1, 7, 2, 9
- Cc1ccc(Nc2nc(Cl)nc(N(C)C#N)n2)cc1
 : 4, -3, -4, -12, 1, -10, 16, -4, 7
- O=C(/C=C/c1ccccc1[N+](=O)[O-])N1CCN(c2ccccc2F)CC1
 : -1, 5, 9, -10, -5, 8, 4, -3, 4
- CCOc1ccccc1NC(=O)CC1SC(=N)N(c2ccccc2)C1=O (stereo not drawn)
 : 4, ., -1, 13, 7, -13, 9, -2, .
- O=C(CN(C(=O)CCC(=O)Nc1ccccn1)c1cccc(F)c1)NCc1ccc2c(c1)OCO2
 : -3, -11, 7, -11, -4, 0, 3, -4, -2
- N#Cc1c(Cl)cccc1Oc1ccc(S(=O)(=O)Nc2ccccc2)cc1
 : 11, ., 5, -1, -18, -42, -8, -6, .
- Cc1ccc(C(=O)OCC(=O)Nc2sccc2C(N)=O)cc1NC(=O)c1ccco1
 : -3, 16, -3, 13, -20, 0, -9, -13, -1
- O=C(CN1C(=O)/C(=C/c2ccc(F)cc2)SC1=S)NC1CCS(=O)(=O)C1 (stereo not drawn)
 : -7, 8, 1, -2, 0, 25, -3, -4, -3
- COCC1CCCC1OS(N)(=O)=O (stereo not drawn)
 : 2, 1, 5, -10, 2, 19, 6, -1, 4
- O=C(CN1C(=O)NC2(CCCC2)C1=O)Nc1cc(Cl)ccc1N1CCOCC1
 : 5, 0, -2, 11, -3, -3, 5, -1, 4
- O=C(NCCN=C1NS(=O)(=O)c2ccccc21)c1ccncc1
 : -2, 2, -3, 5, 1, 4, -1, 0, 1
- CC(=O)c1c(C)[nH]c(C(=O)CSc2ccc(F)cc2)c1C
 : 2, -1, 6, -8, -5, -13, 5, -7, 0
- OC(COc1ccc(Cl)cc1)CN1CCCCC1 (stereo not drawn)
 : 4, 0, -6, -20, 3, 15, 5, 5, 7
- O=C(NC1CCCC1)c1ccc(Br)o1
 : 3, 3, 4, 7, 4, 19, 2, 3, 6
- Cn1c(N)c(C(=O)COC(=O)c2ccc3ccccc3c2)c(=O)n(C)c1=O
 : -3, -4, ., ., ., 20, ., ., 7
- CC(=O)c1cccc(NC(=O)c2cc(-c3ccc(C)cc3)on2)c1
 : -2, -7, -12, 5, 2, 2, 3, -2, -8
- Cc1cnc(NC(=O)c2cc3c(s2)CCCC3)s1
 : -4, -2, -4, -13, 2, -23, -4, -2, -1
- COc1ccc(S(=O)(=O)Nc2ccc3c(c2)C(=O)N([C@H](C)CO)C[C@H](C)[C@@H](CN(C)S(=O)(=O)c2c(C)noc2C)O3)cc1
 : -1, 4, ., ., ., -3, ., ., 5
- COc1ccccc1/C=C1/C(=O)N(c2ccccc2)N=C1C
 : 48*, 16, -8, -20, 2, 3, 46*, -1, 5
- Cc1ccc(NC(=O)c2ccc(CSc3nnc(C)s3)cc2)c(C)c1
 : -1, -2, 0, -10, -1, 11, -3, -3, 2
- CC1CCN(CCCOc2ccc(Br)cc2Cl)CC1
 : 0, 10, 13, 2, -1, 31, -1, -3, 3
- O=C(Nc1ccccc1C(=O)NCCCN1CCOCC1)c1ccc(F)cc1F
 : -3, 0, -1, 0, 6, 2, -3, 5, 1
- CC(C)(C)c1ccc(Cn2c(=N)n(CC(O)c3ccco3)c3ccccc32)cc1 (stereo not drawn)
 : -4, 1, -6, -7, 10, 29, -2, -2, -9
- CN1CCN(S(=O)(=O)c2ccc(NC(=O)c3ccc(F)cc3Cl)cc2)CC1
 : -1, 0, -12, -8, 3, 8, -3, -7, 12
- COc1ccc(C)cc1NC(=O)Nc1ccccc1SC
 : -5, -10, -3, 6, -1, -5, 3, 2, 4
- O=C(CN1CCN(Cc2ccccc2Cl)CC1)N/N=C/c1ccco1
 : 2, -1, 4, -13, 0, 10, 2, 0, 5
- O=C(CSCc1ccc(Cl)cc1)Nc1ccc(-c2nnc(-c3ccccc3)o2)cc1
 : -5, -6, 6, -2, -1, 4, 4, -3, -5
- COc1ccc(NC(=O)n2ncc3cc(Cl)ccc32)cc1OC
 : -11, 2, -13, 2, -6, 19, 1, 1, 2
- CCOc1ccc(/C=N/NC(=O)COc2ccccc2-c2ccccc2)cc1
 : -1, 8, -7, -6, -6, -9, -1, -3, -6
- O=C(NCCCN1CCOCC1)c1ccc2c(=O)n(CCc3ccccc3)c(=O)[nH]c2c1
 : -4, -1, 8, 11, -3, 11, -7, -8, 2
- Cc1ccc(-n2c(N)c(C(N)=O)sc2=S)c(C)c1
 : 2, -1, -1, -4, -5, 11, 0, 1, 1
- COc1ccc(OC(C)C(=O)NCCc2nc3ccccc3[nH]2)cc1 (stereo not drawn)
 : 2, 8, -4, 11, 0, 6, 8, -2, -6
- COc1ccc(CCNS(=O)(=O)c2ccc(F)cc2)cc1OC
 : 2, 4, -11, -2, -6, 5, 11, 0, -7
- COc1ccc(CNC(=O)COC(=O)CCCOc2ccc(Cl)cc2Cl)cc1OC
 : 4, -4, 2, -20, 16, -16, 5, 2, -2
- CCN(CC(=O)NC(=O)NC1CCCCC1)Cc1ccccc1
 : -5, 3, -3, -2, -2, 0, 3, 2, 3
- O=C(c1cccn2c(=O)c3ccc(Cl)cc3nc12)N1CCN(Cc2ccc3c(c2)OCO3)CC1
 : -1, -1, 0, -10, 2, -8, 10, 1, -11
- COC(=O)Cn1c2c(c3cc(C)ccc31)CCCC2
 : 1, 0, 2, 0, 0, 5, 0, -4, 1

Source: PubChem BioAssay (The Scripps Research Institute Molecular Screening Center)
